Bioassay records: PubChem, The Scripps Research Institute Molecular Screening Center
SRC3 TRFRET art: counter-screen for PPARgamma SRC-3 recruitment agonists: TR-FRET artefact | PPARgamma/SRC-3 format; hits give high values | TR-FRET ratio at 8 µM | hit rate 0.39% among 99,000 | AID 1048; in the data active = TR-FRET ratio above about 2000; note: inactives centre near 1600; reference of the scale not given here
SRC1 TRFRET art: TR-FRET artefact, counter-screen to PPARgamma/SRC-1 agonist assay. TR-FRET detection artefact counter-screen, emission ratio; hits give high values. TR-FRET ratio at 8 µM. hit rate 0.34% among 99,000. AID 1051; in the data active = TR-FRET ratio above about 2300; note: inactives centre near 1800; reference of the scale not given here
* hit, by the source's call.

SMILES	SRC3 TRFRET art	SRC1 TRFRET art
CC(C)Nc1nnc(SCC(=O)NCc2ccc3c(c2)OCO3)s1	1497	1631
COc1ccc(C)cc1NC(=O)CNc1ccccc1CN(C)C1CCCCC1	1660	1617
COc1ccc(-n2nc3c(c2NC(=O)c2ccc(N4C(=O)CCC4=O)cc2)CSC3)cc1	1379	1569
COc1cccc2c(=O)cn[nH]c12	1480	1760
COc1ccc(N2CCN(C(=O)c3ccc4c(=O)n(CCc5ccc(OC)c(OC)c5)c(=O)[nH]c4c3)CC2)cc1	1665	1707
Nc1nc(Cl)nc2ccc(Br)cc12	1650	1905
Cc1cc(C)cc(NC(=O)C(Sc2ncnc3ccccc23)c2ccccc2)c1 (stereo not drawn)	1467	1758
COc1ccc(-c2cn[nH]c2-c2ccc(OCc3ccc([N+](=O)[O-])cc3)cc2O)cc1	1594	1973
COc1ccccc1CNc1ncnc2cc(OC)c(OC)cc12	1419	1785
CN1C(=O)/C(=C\C=C2/CCCN2C)N(C)C1=S	1634	1832
COc1ccc(-n2ncc3c(NCc4ccccn4)ncnc32)cc1	1601	1962
CCCN1CCN(c2ccc(S(N)(=O)=O)cc2[N+](=O)[O-])CC1	1481	1920
O=C(Cn1c2ccc(F)cc2c2nc3n(c(=O)c21)CCS3)Nc1ccccc1C(F)(F)F	1806	1886
CCCc1nnc(NC(=O)c2cc(OC)cc(OC)c2)s1	1444	1691
CN(/C(=N/S(=O)(=O)c1cccs1)c1ccccc1)c1ccc(O)cc1	1597	1949
Cn1c(=O)c2c(nc(CN3CCCCC3)n2Cc2c(F)cccc2Cl)n(C)c1=O	1384	1837
Cc1nc2cc(F)ccc2n1C1CCN(C(=O)c2c(F)cccc2F)CC1	1553	1634
CSC1=NC(C)(C)CC2(C)Nc3ccccc3N12 (stereo not drawn)	1623	1935
CCOC(=O)N1CCC(N(CCN(C)C)C(=S)Nc2cccc(SC)c2)CC1	1447	1970
O=C(Nc1nc2ccccc2s1)NC1CCCCC1	1640	1841
CCN(CC)CCNC(=O)CSc1c2c(nc3cc(Cl)ccc13)CCCC2	2600*	3055*
c1ccc(Nc2c(-c3ccco3)nc3ccccn23)cc1	1754	2048
NC(=O)c1ccc(CN2CCC(Cc3ccccc3)CC2)cc1	1558	1782
CCOC(=O)c1sc(NC(=O)Nc2cccc(Cl)c2)cc1C	1651	1867
CCNC(=S)Nc1ccc2cn[nH]c2c1	1480	1726
Cc1ncc(CN2CCCC(CCC(=O)NCc3ccccc3F)C2)s1 (stereo not drawn)	1647	1631
Cc1cc(C)n(C(=O)c2cc3sccc3[nH]2)n1	1563	2007
COc1ccccc1NC(=S)N1CCC(c2nc3ccccc3o2)CC1	1637	1625
O=C(CN(CCc1ccccc1)C(=O)c1csnn1)NC1CCCC1	1633	1935
COC(=O)CCN(C(=O)c1ccc(N2CCCC2)c([N+](=O)[O-])c1)c1ccccn1	1364	1701
O=C(CC1C(=O)NCCN1Cc1ccc(-c2ccccc2)cc1)NCCc1ccccn1 (stereo not drawn)	1373	1629
Cc1ccnc(N2CCC(C(=O)NNC(=O)COc3cccc4ccccc34)CC2)n1	1360	1612
Cc1ccc(S(N)(=O)=O)c(C)c1N1CCCC1=O	1574	1822
CC(C)c1cc(CN2CCN(C3CCCC3)C(CCO)C2)[nH]n1 (stereo not drawn)	1626	1847
COc1ccccc1NC(=O)N1CCCC1C(=O)Nc1ccc2c(c1)OCCO2 (stereo not drawn)	1601	1665
COc1ccc(NS(=O)(=O)c2ccc(NC(=S)NC(=O)c3ccc(F)cc3)cc2)nn1	1715	1844
Cc1cccc(-n2cc(CN3CCN(C(=O)c4ncn[nH]4)CC3)c(-c3cccc(F)c3)n2)c1	1555	1884
Cc1ccc2cc3c(nc2c1)N(c1ccccc1)CC3	1690	1769
Cc1ccccc1NS(=O)(=O)CCCCC(Cl)(Cl)Cl	1473	1802
CC(C)OC(=O)/C(=C\c1cccc2ccccc12)NC(=O)c1ccccc1	1451	1655
Cc1ccc(S(=O)(=O)N2CCCCC2)cc1NC(=O)Cn1ccsc1=N	1670	1985
CC1(C)CC(=O)c2ccc(O)cc2O1	1438	1730
COc1ccc(C(=O)NC(=S)NNC(=O)c2cnccn2)cc1OC	1550	1597
COc1cc(C(=O)NCC(=O)N/N=C/c2ccccn2)cc(OC)c1OC	1558	1685
CC(C)CCNC(=O)CSc1nc2ccccc2s1	1477	1793
CC(C)NC(=S)Nc1ccc2nc3n(c(=O)c2c1)CCCCC3	1630	1588
CC(C)(C)SCCNC(=O)CN(c1ccccc1)S(=O)(=O)c1ccccc1	1508	1580
Cc1cc(/C=C2/NC(=O)N(c3ccccc3)C2=O)c(C)n1-c1cccnc1	1682	1804
O=C(O)Cc1csc2ccccc12	1513	1813
Cc1ccc(N2C(=O)C3NN=C(C(=O)OCc4ccccc4)C3C2=O)c(C)c1 (stereo not drawn)	1607	1697
Cc1cccc(NC(=O)/C(C#N)=C\c2cn(CC(=O)O)c3ccccc23)c1	1591	1451
Cc1ccccc1C(=O)Nc1cccc(-c2ccc3nncn3n2)c1	1465	1856
CCOc1ccc(-n2c(SC(C)C)nc3c(c2=O)SCC3)cc1	1576	1748
COc1cc(C(C)=O)ccc1Oc1ncnc2c1cnn2-c1ccccc1	1545	1848
C[C@@H](C[C@@H](O)[C@H](O)C(C)(C)O)[C@@H]1CC[C@]2(C)C3=CC[C@H]4C(C)(C)C(=O)CC[C@]4(C)[C@H]3CC[C@@]12C	1387	1706
Cc1cnc(NC(=O)c2nn(C)cc2[N+](=O)[O-])s1	1579	2066
CCOC(=O)c1ccc(NC(=O)CC2C(=O)OCCN2CC)cc1 (stereo not drawn)	1734	1914
COCCn1c(SCC(=O)Nc2ccc(C)cc2)nc2c(oc3ccccc32)c1=O	1627	1993
Cc1cc(C(=O)NNC(=S)NC(C)c2ccccc2)cs1 (stereo not drawn)	1615	1643
CN(CCNC(=O)C1(O)c2ccccc2NC(=O)N1c1ccccc1)Cc1ccccc1 (stereo not drawn)	1793	1737

Profiles, looked up by structure. Order of values: SRC3 TRFRET art | SRC1 TRFRET art
Cc1ccc(N2C(=O)C3NN=C(C(=O)OCc4ccccc4)C3C2=O)c(C)c1 (stereo not drawn) as listed: 1607 | 1697
CCOC(=O)c1ccc(NC(=O)CC2C(=O)OCCN2CC)cc1 (stereo not drawn) as listed: 1734 | 1914
Cc1cc(C(=O)NNC(=S)NC(C)c2ccccc2)cs1 (stereo not drawn) as listed: 1615 | 1643
C[C@@H](C[C@@H](O)[C@H](O)C(C)(C)O)[C@@H]1CC[C@]2(C)C3=CC[C@H]4C(C)(C)C(=O)CC[C@]4(C)[C@H]3CC[C@@]12C as listed: 1387 | 1706
Cc1ccccc1C(=O)Nc1cccc(-c2ccc3nncn3n2)c1 as listed: 1465 | 1856

Later entries:
SMILES	SRC3 TRFRET art	SRC1 TRFRET art
Cc1cc(-c2csc(NCc3ccccc3)n2)c(C)n1C	1599	1752
CN(C)S(=O)(=O)c1cccc(NC(=O)CCNC(=O)c2ccccc2Cl)c1	1481	1809
O=C(Nc1ccc2sccc2c1)c1ccc(Cl)s1	1863	1600
COc1ccc(Br)cc1/C=N/NC(=O)c1cccc(S(=O)(=O)N2CCOCC2)c1	1616	1712
O=C(CN1C(=O)C2C3C=CC(C3)C2C1=O)Nc1nncs1 (stereo not drawn)	1596	1891
O=C(Nc1ccccc1)NC(Cc1ccc(O)cc1)C(=O)O (stereo not drawn)	1675	1600
CCC1(c2ccc(Cl)cc2)NC(=S)N(c2ccc(C)cc2)N1 (stereo not drawn)	1520	1868
O=C(CCC(=O)NNC(=O)Nc1cccc(Cl)c1)NCc1ccccc1	1676	1698
CC1(C)Cc2c(c(-c3ccco3)nc3sc4c(NCCN5CCOCC5)ncnc4c23)CO1	1692	1911
O=C(NCc1nnc2c3ccccc3c(-c3ccccc3)nn12)c1ccccc1Cl	1521	1502
CCOC(=O)CCC(NC(=O)CCCCCCCCC(=O)NC(CCC(=O)OCC)C(=O)OCC)C(=O)OCC (stereo not drawn)	1598	1477
Cc1[nH][nH]c(=O)c1C=NCc1cccs1	1686	1731
O=C(c1cccc(NS(=O)(=O)c2ccc(F)c(F)c2)c1)N1CCN(C(c2ccccc2)c2ccccc2)CC1	1553	1740
O=C(NC1CCCCCC1)C(=S)NCCc1ccccc1	1664	1463
Oc1ccc(-c2[nH]ncc2-c2cnn(-c3ccccc3)c2)c(O)c1	1723	1651
O=C(NCc1nnc(SCC(=O)N2CCCc3ccccc32)o1)c1c(F)cccc1Cl	1664	1695
O=C(CCNC(=O)c1ccccc1Cl)Nc1cc(C(F)(F)F)ccc1Cl	1470	1893
COc1cccc(C(=O)COc2cccc(NC(=O)c3ccco3)c2)c1	1549	1636
c1ccc(N2CCN(Cc3ccsc3)CC2)nc1	1563	1695
COCCNC(=O)c1cc(-c2ccc(Cl)c(Cl)c2)on1	1438	1469
COc1ccc(OC)c(-c2c(C#N)c(N)nc3c2c(=O)nc2sccn23)c1	1349	1662
Cc1cccc(NCc2ccccc2OCc2ccccc2F)c1	1492	1873
Cc1ccc(OCC(=O)Nc2cc(S(=O)(=O)N3CCCCC3)ccc2C)c([N+](=O)[O-])n1	1595	1573
COc1ccc(C(=O)C2CCCN(C(=O)CCC3=NNC(=O)CC3)C2)c(C)c1 (stereo not drawn)	1360	1671
O=C(NCc1cccnc1)c1ccc(-c2cc3ccccc3oc2=O)cc1	1739	1794
Cc1ccc(NC(=S)N(C)Cc2cn(C)c3ccccc23)cc1	1554	1748
Cc1ccc(Nc2nc3ccccc3c(=O)s2)cc1C	1459	1412
O=C(CCl)N=c1sccn1Cc1cccc2ccccc12	1700	1822
COc1ccc(CNC(=O)COC(=O)CC2CC3CCC2C3)cc1OC (stereo not drawn)	1805	1849
Cc1ccc2[nH]c(=O)c(CN(CCCN(C)C)C(=S)NCCc3ccccc3)cc2c1	1738	1620
COc1ccc(/C=N/NC(=O)c2nc(-c3ccccc3)n(-c3ccccc3)n2)cc1	1583	1680
COc1ccc(-c2noc(CCCC(=O)N3CCOCC3)n2)cc1	1482	1673
COc1ccc(-c2ccc(CCC(=O)O)o2)cc1	1389	1930
COc1cccc(NC(=O)c2ccc(NC(=O)C(C)(C)C)cc2)c1	1630	1629
CCC(=O)Oc1ccc(C(=O)Nc2ccccc2C(=O)NCC(C)C)cc1	1512	1650
O=C(O)CCC(NS(=O)(=O)c1ccc(N2CCCC2=O)cc1)C(=O)O (stereo not drawn)	1820	1478
CCC(C)C(=O)Nc1cc(Cl)ccc1C(=O)O (stereo not drawn)	1480	1736
CCc1cc2ccccc2nc1SCC(=O)Nc1cc(OC)c(OC)cc1C(=O)O	1745	1949
CN(C)C(=O)CSc1ncnc2scc(-c3ccccc3)c12	1457	1799
C/C(=N\NC(=O)c1c(Cl)cnn1C)c1cccc(NC(=O)C(C)C)c1	1795	2007
Cc1ccc(Nc2nc(CSc3nnc(-c4ccccc4C)n3C)cs2)cc1	1601	1701
CCc1cc2c(=O)n(Cc3ccco3)c(SCC(=O)N(C)C3CCS(=O)(=O)C3)nc2s1 (stereo not drawn)	1411	1826
CCOc1ccc2c(c1)OC(c1ccccc1)(C(F)(F)F)NC2=O (stereo not drawn)	1761	2015
Nc1ccc(N2CCCCC2)c(Cl)c1	1422	1714
CCCCc1ccc(-n2nnnc2SCC(=O)Nc2cc(OC)c([N+](=O)[O-])cc2C)cc1	1428	1674

Reformatted with each value named: entries from further up.
> CCc1cc2c(=O)n(Cc3ccco3)c(SCC(=O)N(C)C3CCS(=O)(=O)C3)nc2s1 (stereo not drawn)
- SRC3 TRFRET art: 1411
- SRC1 TRFRET art: 1826
> COc1ccc(-c2ccc(CCC(=O)O)o2)cc1
- SRC3 TRFRET art: 1389
- SRC1 TRFRET art: 1930

Next part:
SMILES	SRC3 TRFRET art	SRC1 TRFRET art
O=C(OCc1cc(=O)n2cc(Br)ccc2n1)c1ccc(Cl)c(S(=O)(=O)NCc2ccccc2)c1	1503	1865
CCC(=O)Nc1ccc2c(c1)nc1n2CCN(C2CCCCC2)C1	1533	1696
Cc1cccc(-n2cc(CN(C)Cc3nccn3C)c(-c3cccc(F)c3)n2)c1	1817	1933
CCC[n+]1cn(/C(C(=S)Nc2cccc(Cl)c2C)=C(/[O-])c2ccc(OC)c(OC)c2)c2ccccc21	1587	1942
CCc1ccc(CN(C)Cc2nc(Cc3ccccc3)no2)nc1	1372	1568
COC(=O)c1c(NC(=O)CN2C(=O)c3ccccc3C2=O)sc(Cc2ccc3c(c2)OCO3)c1C	1694	1674
O=C(N/N=C/c1ccc(O)cc1)/C(=C/c1ccccc1)CCO	1479	1632
Cc1nnsc1C(=O)N/N=C/c1ccccc1	1585	1602
COc1ccc(CN2CCNC(=O)C2CC(=O)N2CCCCO2)c(OC)c1 (stereo not drawn)	1707	1861
CCOc1cc(/C=N/NC(=O)Cc2ccc(C(F)(F)F)cc2[N+](=O)[O-])ccc1O	1550	1520
O=C(NCc1ccccc1)C1Cc2ccccc2CN1C(=O)c1ccco1 (stereo not drawn)	1562	1832
O=C(c1ccccc1)N1CCN(C(=S)NCc2ccco2)CC1	1587	1648
Cc1c(Nc2nc(-c3ccc(Cl)cc3)cs2)c(=O)n(-c2ccccc2)n1C	1478	1761
O=C(CCn1cnnn1)Nc1ccc(Cl)cc1Cl	1519	1928
CSc1ccccc1C(=O)C1CCCN(C(=O)c2cc(C(C)C)no2)C1 (stereo not drawn)	1492	2055

This is a subset; the hit share may differ from the screen's.
